Screening results (PubChem BioAssay)
aGal spleen mod – qHTS Assay for Inhibitors and Activators of Human alpha-Galactosidase From Spleen Homogenate | Alpha-galactosidase A (Homo sapiens), P06280 | human spleen homogenate, 4MU-alpha-Gal fluorescence, 40 min | Potency, µM (top dose mostly 80 µM), for inactives: top-dose activity change, negative = inhibition, usual class: inhibitors | hit rate 0.008% among 240,000 | AID 2107, 2009;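 also: 0% = enzyme with vehicle and -100% = no enzyme basal signal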
Target sequence (P06280 32-429 limits assumed): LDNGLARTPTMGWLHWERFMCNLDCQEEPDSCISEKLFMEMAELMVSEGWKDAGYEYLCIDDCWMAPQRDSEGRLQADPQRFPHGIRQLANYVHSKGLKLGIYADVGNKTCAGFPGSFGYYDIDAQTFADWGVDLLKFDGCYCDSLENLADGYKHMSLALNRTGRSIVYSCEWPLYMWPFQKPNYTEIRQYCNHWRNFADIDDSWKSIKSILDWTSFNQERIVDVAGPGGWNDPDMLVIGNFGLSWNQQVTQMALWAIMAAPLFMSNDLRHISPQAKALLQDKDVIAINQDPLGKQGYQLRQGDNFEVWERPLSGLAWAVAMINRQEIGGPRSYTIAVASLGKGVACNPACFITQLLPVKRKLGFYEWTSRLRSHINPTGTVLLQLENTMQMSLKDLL
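Spleen homogenate 1 ug + cpd (titration) + 4-MU-alpha-D-galactopyranoside 1 mM; 37C 40 min; 50 mM citrate/phosphate pH 5.0, 0.01% Tween-20; stop pH 10; fluorescence 365/440; AC50 via Hill.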
KDM4E inh – qHTS Assay for Inhibitors of Human Jumonji Domain Containing 2E (JMJD2E); Potency, µM (series often up to 57.1 µM), inactives show at the top dose activity change, negative = inhibition, usual class: inhibitors; JMJD2E catalytic domain, FDH-coupled NADH fluorescence (FDH is formaldehyde dehydrogenase); Lysine-specific demethylase 4E (Homo sapiens), B2RXH2; hit rate 1.6% among 230,000; active = well fitted inhibition curve with a large enough effect, not every such curve was filed as active; inconclusive = small, poorly fitted or top-dose-only effect, or another doubt; inactive = no such curve, though single readings can be large or run the other way;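 also: 0% = wells with enzyme and -100% = buffer wells without enzyme; nearly all actives have a fitted effect of over 50% in size; many of its hits are not listed in these tables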
Target sequence (B2RXH2 1-337 limits assumed): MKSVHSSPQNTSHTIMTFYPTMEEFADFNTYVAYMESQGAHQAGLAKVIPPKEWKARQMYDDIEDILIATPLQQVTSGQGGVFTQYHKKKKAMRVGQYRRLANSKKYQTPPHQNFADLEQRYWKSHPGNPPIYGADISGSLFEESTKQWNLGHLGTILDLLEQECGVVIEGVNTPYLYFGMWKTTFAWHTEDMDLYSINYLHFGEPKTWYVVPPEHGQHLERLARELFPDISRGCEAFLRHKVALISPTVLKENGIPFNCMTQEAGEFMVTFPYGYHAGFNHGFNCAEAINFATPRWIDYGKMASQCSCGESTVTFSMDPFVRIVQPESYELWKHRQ
ALDH1A1 block – qHTS Assay for Inhibitors of Aldehyde Dehydrogenase 1 (ALDH1A1). Aldehyde dehydrogenase 1A1 (Homo sapiens), P00352. Purified ALDH1A1, NADH fluorescence, propionaldehyde substrate. Potency, µM (titrated, usually from 75.3 µM), for the others: at the highest dose activity, negative = inhibition, actives largely listed as inhibitors. hit rate 7.3% among 220,000. AID 1030, 2008; active = well fitted inhibition curve with a large enough effect, not every such curve was filed as active; inconclusive = small, poorly fitted or top-dose-only effect, or another doubt; inactive = no such curve, though single readings can be large or run the other way;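 also: plate controls were no enzyme wells and a reference inhibitor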
RGS12 GoLoco inh – qHTS Assay for Inhibitors of RGS12 GoLoco Motif Activity (Red Fluorophore) | Gai1:RGS12 GoLoco peptide FP, rhodamine, 10 min | AID 880, 2007 | Potency, µM (top dose mostly 61.6 µM), for inactives: at the highest dose activity, negative = inhibition, most hits filed as inhibitors | hit rate 0.44% among 230,000 | Guanine nucleotide-binding protein G(i) subunit alpha-1 (Homo sapiens), P63096; active = well fitted inhibition curve with a large enough effect, not every such curve was filed as active; inactive = no such curve, though single readings can be large or run the other way; also: % is scaled to controls: 0 for no effect and ±100 for the full control effect; nearly all actives have a fitted effect of over 30% in size; many of its hits are not listed in these tables
Target sequence (P63096 whole entry, looked up): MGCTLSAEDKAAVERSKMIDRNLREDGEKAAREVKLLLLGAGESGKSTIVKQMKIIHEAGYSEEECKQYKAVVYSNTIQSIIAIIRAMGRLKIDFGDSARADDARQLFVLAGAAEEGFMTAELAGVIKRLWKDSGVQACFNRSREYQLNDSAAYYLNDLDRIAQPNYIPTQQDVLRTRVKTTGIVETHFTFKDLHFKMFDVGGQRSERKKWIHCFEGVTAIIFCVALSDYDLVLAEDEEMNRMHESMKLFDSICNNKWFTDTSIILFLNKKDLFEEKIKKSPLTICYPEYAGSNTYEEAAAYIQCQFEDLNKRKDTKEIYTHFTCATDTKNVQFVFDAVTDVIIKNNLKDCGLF
GAA glycogen mod – qHTS Assay for Inhibitors and Activators of Human alpha-Glucosidase Cleavage of Glycogen; Lysosomal alpha-glucosidase (Homo sapiens), P10253; recombinant GAA, glycogen substrate, Amplex Red glucose oxidase fluorescence; Potency, µM (series often up to 76.4 µM), without a hit: at the highest dose activity change, negative = inhibition, usual class: inhibitors; hit rate 0.38% among 300,000;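 also: 0% = full enzyme reaction and -100% = no-enzyme basal signal; the screen sought inhibitors and activators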
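Recombinant human alpha-glucosidase (4 nM final) hydrolysed bovine liver glycogen (30 ug) for 40 min at 37 C in pH 5.0 citrate/phosphate with 0.01% Tween-20. Released glucose detected by glucose oxidase/Amplex Red, Ex 573/Em 610 nm. Compounds up to 77 uM; AC50 from Hill fits.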
GAA inh – qHTS Assay for Inhibitors of Human alpha-Glucosidase as a Potential Chaperone Treatment of Pompe Disease; Lysosomal alpha-glucosidase (Homo sapiens), P10253; purified human GAA, 4-MU-alpha-glucoside fluorescence; Potency, µM (doses to about 76.9 µM), inactives show at the highest dose activity change, negative = inhibition, actives largely listed as inhibitors; hit rate 0.005% among 200,000;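 also: plate controls were uninhibited enzyme wells for no effect and no-enzyme background for full effect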
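Enzyme (4 nM final) mixed with compound (up to 77 uM), then 4-MU-alpha-D-pyranoside (400 uM final) added; 20 min at room temperature, pH 5.0. Reaction stopped at pH 10, fluorescence read, AC50 derived by Hill fit.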
GAA spleen mod – qHTS Assay for Inhibitors and Activators of Human alpha-Glucosidase From Spleen Homogenate | Lysosomal alpha-glucosidase (Homo sapiens), P10253 | human spleen homogenate, 4-MU-alpha-glucoside fluorescence | Potency, µM (series often up to 79.9 µM), without a hit: at the top dose activity change, negative = inhibition, usual class: inhibitors | hit rate 0.006% among 240,000;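 also: 0% = enzyme with vehicle and -100% = no enzyme basal signal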
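Human spleen homogenate (1 ug) incubated with compounds and 1 mM 4-methylumbelliferyl-alpha-D-glucopyranoside in pH 5.0 citrate/phosphate buffer, 37 C, 40 min. Stopped at pH 10; 4-MU fluorescence (Ex 365/Em 440 nm); AC50 by Hill fit.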
SMN2 splice up – qHTS Assay for Enhancers of SMN2 Splice Variant Expression. HEK293 SMN2-luciferase splicing reporter, luminescence, 30-36 h. Potency, µM (top dose mostly 46.1 µM), for inactives: at the top dose activity change, positive = activation, actives largely listed as activators. hit rate 2.8% among 210,000; also: % of control where 0% means no effect; nearly all actives have a fitted effect of over 55% in size
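HEK293 cells carry an SMN2 minigene-luciferase reporter in which exon 7 inclusion puts luciferase in frame. Cells were seeded at 2000 cells/well, attached for 10-12 hours, then exposed to compounds for 30-36 hours at 37C before ONE-Glo luminescence.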
* = called active by the depositor; u = inconclusive; x = not tested or not shown; & = joins results of further samples; [ ] = dose if it differs, or a comment. Unless noted, calls follow the shape of the dose curve; as a rule, active = well fitted curve in the direction sought with a large enough effect; inconclusive = small, poorly fitted or top-dose-only effect, or another doubt; inactive = no such curve, though single readings can be large; an effect the other way counts as inactive or inconclusive. Potency is read from the fitted curve at half-maximal effect. These rows are one share of the data. The share of hits here may be higher or lower than overall.

Below each compound: aGal spleen mod	KDM4E inh	RGS12 GoLoco inh	GAA glycogen mod	SMN2 splice up	GAA spleen mod	GAA inh	ALDH1A1 block
- O=C(/C=C/c1ccc(N2CCCCC2)c([N+](=O)[O-])c1)c1ccc(O)cc1
  2%	2%	7%	-20%	-8%	-2%	-7%	25µM*
- CCCNC(=O)c1ccc2c(=O)c(O)c(-c3cccc(Br)c3)[nH]c2c1
  -4%	u	21%	u	x	-12%	x	x
- Fc1ccc(Nc2ccc3ccccc3n2)c(F)c1
  1%	22µM*	-2%	1%	5µM*	4%	u	u
- CCn1c(SCC(=O)C(C)(C)C)nnc1-c1cccnc1
  9%	-3%	4%	5%	7%	0%	-1%	-13%
- CCN(CCCNC(=O)C1CCC(=O)N1Cc1ccc(F)cc1)c1cccc(C)c1 (stereo not given)
  7%	3%	8%	-9%	-13%	2%	0%	1%
- Cc1ccc2c(c1)C1CN(C)CCC1N2C(=O)c1cccc(S(=O)(=O)N(C)C)c1 (stereo not given)
  0%	-3%	-4%	5%	2%	-1%	2%	-13%
- CCN(CC)CCn1c(-c2ccc(C)cc2)nc(=S)c2c1CC(C)(C)OC2
  1%	-3%	3%	-2%	x	-3%	7%	0%
- NS(=O)(=O)c1ccc(CCNC(=O)CSc2ncnc3ccccc23)cc1
  -7%	-8%	-4%	3%	-2%	4%	-6%	5%
- COc1cccc(NC(=O)c2ccc(CN3CCN(c4ccccc4)CC3)cc2)c1
  -3%	89%[activator]	4%	-12%	14%	-13%	-4%	-5%
- O=C(N/N=C/C(Br)=C\c1ccccc1)c1n[nH]c2c1CCC2
  -7%	u	29%	-3%	13µM*	-6%	2%	u
- CCOC(=O)c1ccc(NC(=S)NCCc2ccc(OC)c(OC)c2)cc1
  3%	0%	9%	-9%	x	-2%	x	x
- CCCCn1ccnc1C(=O)c1cc(S(=O)(=O)N2CCOCC2)ccc1C
  0%	-9%	3%	6%	-53%[inhibitor]	6%	-4%	5%
- c1ccc2[nH]c(CSc3nc4ccccc4o3)nc2c1
  3%	-2%	6%	-5%	-88%[inhibitor]	0%	5%	u
- CCCCCN(CCCCC)C(=O)[C@H](CCC(=O)O)NC(=O)c1ccc(Cl)c(Cl)c1
  2%[29.1 µM]	1%[25.5 µM]	5%[21.6 µM]	x	-10%[20.6 µM]	3%[29.1 µM]	x	1%[20.9 µM]
- CCOC(=O)C1CCN(C(=O)COc2ccc([N+](=O)[O-])cc2)CC1
  5%	-1%	12%	-12%	-7%	1%	7%	-7%
- CC(=O)Nc1nnc(CSCc2ccccc2F)s1
  -9%	-1%	3%	3%	x	-8%	-3%	0%
- CCN(CC)C(=S)SC1=CCS(=O)(=O)C1
  4%	1%	-5%	6%	-44%	-6%	u	2%
- COc1ccccc1-c1nc(SCC(=O)NCC2CCCO2)c2c(=O)n(C)c(=O)n(C)c2n1 (stereo not given)
  -8%	u	-6%	-3%	-12%	-5%	6%	u
- NC(=O)c1ccc[n+](CC(=O)OCCC23CC4CC(CC(C4)C2)C3)c1
  -7%	-7%	7%	0%	3%	-7%	4%	25µM*
- COc1ccccc1-c1nn2c(-c3ccco3)nnc2s1
  -5%	-9%	9%	-5%	24%	1%	2%	u
- CCC1(CC)C(=O)NN(c2ccccc2)C1=O
  3%	-2%	6%	5%	-10%	-2%	1%	3%
- COCCOC(=O)C1=C(C)NC(=O)NC1c1ccc(-c2cc(Cl)ccc2Cl)o1 (stereo not given)
  -9%	u	26%	10%	x	0%	-8%	3.2µM*
- COc1cccc(OC)c1NC(=O)Cc1nn(C)c(=O)c2ccccc12
  4%	-7%	0%	1%	-7%	0%	-2%	0%
- Cc1c(CNCc2cccs2)c(C(=O)O)c(C)n1Cc1ccccc1
  1%	2%	17%	2%	-8%	9%	-1%	u
- C=CCNC(=O)/C(C#N)=C/c1cn(-c2ccccc2)nc1-c1cccs1
  6%	u	2%	2%	2%	10%	8%	u
- CC1=CC(=C2C(=O)c3ccccc3C2=O)C=C(C)N1Cc1ccco1
  -21%	-9%	7%	2%	14µM*	-5%	u	7.9µM*
- Clc1ccc(C2=CC(c3ccco3)n3ncnc3N2)cc1 (stereo not given)
  10%	u	-3%	21%	1%	-18%	u	u
- CCC(=O)Nc1ccc(C(=O)c2ccccc2)cc1
  4%	-1%	7%	5%	6%	-1%	-7%	u
- Cc1cccc(C)c1NC(=O)NN(C(=O)c1ccccc1)C(C)(C)C
  -1%	7%	3%	3%	-29%	-4%	7%	-3%
- Nc1ccc2c(c1)COC2=O
  4%	-15%	3%	0%	18%	-1%	u	10%
- Cc1cc(/C=C2\Cc3ccccc3C2=O)c(C)n1-c1ccccc1
  3%	u	4%	-5%	4.5µM*	-13%	5%	7.9µM*
- Cc1ccc(OCC(=O)Nc2c[nH]c(=O)[nH]c2=O)cc1C
  0%	-3%	10%	3%	3%	10%	4%	7%
- CN(CC(=O)Nc1cccc(F)c1)CC(=O)Nc1cccc(S(N)(=O)=O)c1
  19%	-4%	-3%	-13%	x	-4%	x	x
- CC(C)(C)NC(=O)C(c1ccco1)N(Cc1ccc(F)cc1)C(=O)c1snc(C(N)=O)c1N (stereo not given)
  -17%	u	-1%	8%	15%	-9%	-2%	-11%
- C=CCOc1c(Br)cc(/C=N/Nc2ccc(C(=O)O)cc2)cc1OCC
  -3%	u	-12%	-4%	8.9µM*	1%	-5%	-10%
- CCCOc1ccc(-c2nc(C#N)c(N3CCC(C(N)=O)CC3)o2)cc1
  8%	u	4%	-6%	-8%	2%	2%	u
- O=C(O)C1Cc2ccccc2CN1S(=O)(=O)/C=C/c1ccccc1 (stereo not given)
  8%	10%	3%	3%	0%	-7%	-2%	u
- COc1ccccc1-c1cc2nc(C)c(CCC(=O)NC(C)CCc3ccco3)c(C)n2n1 (stereo not given)
  -1%	u	13%	u	-5%	6%	-8%	u
- C/C(CC(=O)Nc1ccc(N(C)C)cc1)=N\NC(=O)c1ccncc1
  -7%	3%	13%	u	x	1%	u	u
- CCc1c(C(=O)N2CCOCC2)csc1C
  1%	4%	4%	1%	11%	-2%	1%	-3%
- Cc1nn(-c2ccccc2Cl)c(Cl)c1/C=N/Nc1nc2ccccc2s1
  -8%	6%	4%	5%	-90%[inhibitor]	-8%	1%	6%
- O=c1/c(=C\c2cccc(O)c2)sc2nc(-c3ccccc3)c(-c3ccccc3)n12
  10%	12%	14%	-4%	x	7%	x	x
- COCCNc1ncnc2ccc(-c3c(C)noc3C)cc12
  -7%	x	-6%	x	x	-11%	x	u
- COc1ccccc1/C=C/C(=O)OC(C)CN1CCOCC1 (stereo not given)
  8%	u	-18%	-1%	-7%	-2%	8%	u
- CNCCCOc1ccc(C)cc1OC
  -9%	-2%	-4%	-5%	x	0%	-4%	u
- COCCOc1cnn(-c2cc(Oc3ccc(C)cc3)ncn2)c(=O)c1Cl
  4%	0%	-17%	3%	u	2%	-4%	u
- Cc1ccc(Cl)cc1NC(=S)NCc1cccn1C
  1%	-4%	8%	-12%	-62%[inhibitor][1.84 µM]	2%	-3%	-10%
- Cc1cccc(COc2ccc(/C=N/NC(=O)c3nnn(-c4nonc4N)c3COc3ccc(F)cc3)cc2)c1
  16%	x	4%	1%	x	4%	x	x
- COc1ncc2nc(-c3ccc(Cl)cc3)c(=O)n(C[C@H]3CCCO3)c2n1
  -9%	x	2%	x	12%	8%	x	u
- NNC(=O)c1ccc(O)cc1O
  -9%	20%	2%	-7%	-9%	-4%	6%	u
- CC(C)CCNC(=O)Cn1cc2c(n1)CCCCC2
  -1%	2%	2%	0%	10%	3%	-3%	-3%
- Cc1cn(C2CC3OCC3O2)c(=O)[nH]c1=O (stereo not given)
  5%	1%	5%	1%	11%	5%	5%	13%
- CCc1nc2c(sc3nc4c(cc32)COC(C)(C)C4)c(=O)n1CCN(CC)CC
  1%	-22%	11%	-1%	-13%	-1%	-9%	10µM*
- O=C(O)c1cc(-c2ccc(/C=N/Nc3ccc(Cl)cc3)o2)ccc1Cl
  -16%	u	10%	28µM*	0%	-12%	3%	u
- Cc1ccc(C(=O)OCC(=O)NCCN2C(=O)CSC2=O)cc1
  3%	-9%	-8%	-3%	-9%	0%	7%	-4%
- O=C(c1cc(S(=O)(=O)Nc2ccccc2F)c(Cl)cc1Cl)N1CCN(CCO)CC1
  5%	-4%	0%	-5%	x	-3%	1%	5%
- CSc1nsc(SC)c1NC(=O)Nc1ccccn1
  -4%	-2%	5%	3%	-3%	4%	8%	-14%
- N#CCc1ccc(NS(=O)(=O)c2cccs2)cc1
  3%	11%	-6%	5%	-11%	-4%	-6%	-1%
- CC(C)N(CCNC(=O)c1oc(=O)c2ccccc2c1-c1ccccc1)Cc1ccco1
  -7%	6%	3%	-14%	-40%[inhibitor]	-11%	-1%	u
- CCn1c(CNC(=O)COc2ccc(C(C)C)cc2)nnc1SCC(=O)NC1CCCCC1C (stereo not given)
  -17%	0%	-2%	-24%	-39%[inhibitor]	0%	-9%	-15%
- COc1ccc(C2/C=C\CN(C(=O)CC(C)C)CC(=O)N2Cc2ccc(F)cc2)cc1 (stereo not given)
  1%&-10%	u	-4%	1%	x	-12%&-13%	x	x
